Screening data (PubChem BioAssay)
PLK1 PBD block: PLK1 (human) polo-box domain binding inhibition | Potency, µM, without a hit: max response, negative = inhibition, hits mostly inhibitors | 360,000 compounds, 2.8% hits | Plk1 PBD binding of FITC phosphopeptide, fluorescence polarization | P53350; further: potency means the concentration at half of the fitted maximal effect; series mostly up to about 57 µM; on the % scale 0 is the no-effect control and ±100 the full control effect; nearly all actives have a fitted effect of over 65% in size
IL-2 act: IL-2 activation | IL-2 activation reporter assay, cell-based qHTS; stimulated with anti-CD3/CD4/CD28 beads; in transgenic mouse T cells | activation, % (series mostly up to about 46 µM) | 360,000 compounds, 0.065% hits; in the data active means activation above about 50%; inconclusive means mostly about 30% to 49%; further: 0% is about no effect
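Screening format: compound pinned onto unstimulated transgenic mouse T cells, 60 min incubation, then anti-CD3/anti-CD4/anti-CD28 bead stimulation for 18 hours at 37 degrees C, followed by EGFP and DsRed detection.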
PI5P4K alpha inh: blocks human PI5P4K alpha kinase activity. max response, %. PI5P4Kalpha enzyme, ADP-Glo luminescence, 60 min; stronger effect = lower value. 330,000 compounds, 1.2% hits. P48426; active means max response of -50% or lower; inconclusive means between -30% and -50%; inactive means -30% or higher; further: value at the top dose of about 77 µM; on the % scale 0 is the no-effect control and ±100 the full control effect
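Human PI5P4Kalpha with substrate in 0.038 M HEPES pH 7.4, 0.28 mM EGTA, 0.1% CHAPS, 5% DMSO; reaction started with 5 microM ATP (final), 60 min at room temperature. ADP formed read by ADP-Glo luminescence.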
GLP1R ag: GLP-1 receptor (human) agonism; Potency, µM (series often up to 45.6 µM), inactives show at the top dose activation, hits mostly activators; HEK293 GLP-1R CRE-luciferase, luminescence, 4-6 h; cells express a hypersensitive GLP-1R form; 380,000 compounds, 0.007% hits; further: potency means the concentration at half of the fitted maximal effect; % of control where 0% means no effect
Target sequence (P43220 whole entry, looked up): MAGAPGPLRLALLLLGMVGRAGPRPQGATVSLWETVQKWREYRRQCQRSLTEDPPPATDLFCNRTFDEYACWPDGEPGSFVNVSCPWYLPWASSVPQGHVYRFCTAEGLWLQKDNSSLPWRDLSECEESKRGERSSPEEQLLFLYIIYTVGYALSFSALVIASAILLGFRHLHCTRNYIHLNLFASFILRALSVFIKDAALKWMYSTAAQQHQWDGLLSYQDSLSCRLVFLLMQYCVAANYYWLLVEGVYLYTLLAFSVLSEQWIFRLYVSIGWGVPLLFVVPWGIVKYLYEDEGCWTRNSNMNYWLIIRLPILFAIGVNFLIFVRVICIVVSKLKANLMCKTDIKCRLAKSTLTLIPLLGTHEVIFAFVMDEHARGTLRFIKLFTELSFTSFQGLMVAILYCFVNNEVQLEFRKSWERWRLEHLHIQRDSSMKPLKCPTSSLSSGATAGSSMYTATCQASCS
PTHR1 agonist: PTHR1 (human) receptor agonism. Q03431. Potency, µM (titrated, usually from 115 µM), without a hit: top-dose activation, most hits filed as activators. HEK293 GP2 PTHR1 cells, GloSensor cAMP luminescence, 1 h. 410,000 compounds, 0.075% hits; further: potency means the concentration at half of the fitted maximal effect; nearly all actives have a fitted effect of over 55% in size; some results filed as inactive show a strong effect at the top dose; inactives centre near -15; many of its hits are not listed in these tables
Target sequence (Q03431 whole entry, looked up): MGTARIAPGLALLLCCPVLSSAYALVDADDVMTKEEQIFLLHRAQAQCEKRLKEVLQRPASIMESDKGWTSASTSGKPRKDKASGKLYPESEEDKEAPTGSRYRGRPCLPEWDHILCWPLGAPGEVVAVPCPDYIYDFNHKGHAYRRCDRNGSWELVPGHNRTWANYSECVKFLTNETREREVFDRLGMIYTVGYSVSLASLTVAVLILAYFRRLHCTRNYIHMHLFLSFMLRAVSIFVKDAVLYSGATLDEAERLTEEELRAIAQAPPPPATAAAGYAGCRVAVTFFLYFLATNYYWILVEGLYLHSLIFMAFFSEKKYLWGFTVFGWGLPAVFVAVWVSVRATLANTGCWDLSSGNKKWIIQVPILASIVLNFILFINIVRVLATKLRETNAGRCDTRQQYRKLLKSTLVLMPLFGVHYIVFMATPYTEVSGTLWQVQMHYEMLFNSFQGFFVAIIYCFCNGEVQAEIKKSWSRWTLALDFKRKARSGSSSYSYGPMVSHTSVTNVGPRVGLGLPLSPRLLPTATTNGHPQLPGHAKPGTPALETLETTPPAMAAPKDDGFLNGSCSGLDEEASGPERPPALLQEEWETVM
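HEK-293-derived GP2 cells expressing PTHR1 and a GloSensor cAMP reporter, 3,000/well, plated overnight, given luciferin plus IBMX (each 0.5 mM as added) for 1 h at 37 °C, then compound for 1 h at 37 °C. Luminescence was read after 15 min at room temperature.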
GLP1R inv ag: GLP-1 receptor (human) inverse agonism | P43220 | HEK293 GLP-1R CRE-luciferase, luminescence, 24 h; GLP-1R form is constitutively active | Potency, µM (series often up to 38.3 µM), inactives show at the top dose activity change, negative = inhibition, usual class: inhibitors | 410,000 compounds, 1.6% hits | AID 624417; further: potency means the concentration at half of the fitted maximal effect; on the % scale 0 is the no-effect control and ±100 the full control effect; nearly all actives have a fitted effect of over 55% in size
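Cells are plated, allowed 12 hours at 37 deg C, then treated with compounds for 24 hr before luciferase detection reagent is added and luminescence is read after 12 min at room temperature. The HEK293 line carries constitutively active GLP-1R with a cAMP-responsive reporter.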
EPAC1 antagonist: blocks human EPAC1 exchange factor; O95398; EPAC1 GEF assay, Rap1b-BODIPY-GDP exchange fluorescence; Potency, µM (doses to about 115 µM), for the others: at the highest dose activity change, negative = inhibition, most hits filed as inhibitors; 360,000 compounds, 0.14% hits; AID 720709;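 further: potency means the concentration at half of the fitted maximal effect; plate controls were vehicle for no effect and positive control for full effect; nearly all actives have a fitted effect of over 50% in size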
HEK293 tox: cytotoxicity counter-screen for GLP-1 receptor inverse agonists. HEK293 cAMP-luciferase reporter cells, luminescence, 24 h. Potency, µM (series often up to 38.3 µM), for inactives: at the top dose activity change, negative = inhibition, usual class: inhibitors. 410,000 compounds, 0.13% hits;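 further: loss of luciferase light is scored as toxicity; potency means the concentration at half of the fitted maximal effect; on the % scale 0 is the no-effect control and ±100 the full control effect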
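To flag toxic compounds, the library was rerun on cells for 24 hr at 37 deg C and 5% CO2. Viability-linked luminescence was captured 12 min after adding luciferase detection reagent.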
EPAC1 agonist: agonists of human EPAC1; EPAC1 agonist qHTS, biochemical assay; response scale: 100% = response to 6.5 mM cAMP; Potency, µM (series often up to 154 µM), for inactives: at the highest dose activation, usual class: activators; 360,000 compounds, 0.073% hits; further: potency means the concentration at half of the fitted maximal effect; nearly all actives have a fitted effect of over 60% in size
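EPAC1 100 nM, Rap1B–BODIPY-GDP 250 nM, unlabeled GDP 50 uM; compound titration; 5 min RT; kinetic read ex480/em540 at 5-min intervals ×30 min; data normalized to 6.5 mM cAMP agonist control.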
* hit, by the source's call; i = inactive; ? = inconclusive; . = no result given; & = joins results of further samples; [ ] = dose if it differs, or a comment. Unless noted, the call rests on the fitted dose curve; in most records, active means well fitted curve in the direction sought with a large enough effect; inconclusive means small, poorly fitted or top-dose-only effect, or another doubt; inactive means no such curve, though single readings can be large; an effect the other way counts as inactive or inconclusive. Only part of the results is shown. The share of hits here may be higher or lower than overall.

SMILES	PLK1 PBD block	IL-2 act	PI5P4K alpha inh	GLP1R ag	PTHR1 agonist	GLP1R inv ag	EPAC1 antagonist	HEK293 tox	EPAC1 agonist
Cc1ccc(C)c(OCc2cc(C(=O)N(C)Cc3nccn3C)no2)c1	-1.1%	-0.6	-5.0	1.0%	-2.0%	-4.9%	-4.1%	-1.5%	-13.2%
CC(C)n1ncc2c(C(=O)Nc3cccc(C#N)c3)cc(C3CC3)nc21	3.2%	-0.5	-1.1	-0.8%	-32.4%[inhibitor]	8.91µM*	8.7%	22.2%	4.0%
CCNc1nc(NC(C)C)nc(NS(=O)(=O)c2ccc(C)cc2)n1	1.9%	-1.0	-1.2	-4.3%	-38.5%[inhibitor]	5.4%	-7.2%	1.0%	-2.1%
Cc1nc2ccccc2nc1CSc1nnc(N)s1	-3.8%	2.4	3.0	-2.1%	i	6.9%	10.9%	-4.5%	3.2%
Cc1cc(C(=O)NCc2ccc3c(c2)OCO3)c(C)o1	-6.3%	0.9	0.0	11.7%	i	-12.5%	8.0%	-1.5%	7.8%
NC(=O)CN1CCN(Cc2ccc3c(c2)OCO3)CC1	1.0%	-0.2	-6.8	-4.7%	-36.1%[inhibitor]	-10.0%	-7.7%	-0.2%	-3.7%
O=C(NCc1ccc(F)cc1)C(=O)NCC1OCCN1S(=O)(=O)c1cccs1 (stereo not given)	-15.1%	-4.0	-9.6	1.4%	-24.7%	14.9%	-4.7%	-6.7%	-9.6%
CC1Nc2ncnc(N3CCOCC3)c2N(Cc2ccccc2)C1=O (stereo not given)	-14.5%	-0.6	-3.1	-2.0%	-31.6%	16.4%	-19.6%	?	5.9%
c1ccc2c3nnc4n(c-3nc2c1)CCCS4	-10.5%	-2.6	.	1.1%	-9.4%[57.5 µM]	0.0%	-1.7%	-15.2%	4.8%
CC(C)=CC(=O)Nc1nnc(-c2ccccc2C)s1	-4.1%	2.0	7.5	2.5%	-34.6%[inhibitor]	10.0%	-14.4%	-1.3%	-11.0%
C=CC(C)(C)O[C@@H]1O[C@H](CO)[C@@H](O)[C@H](O)[C@H]1O	-2.2%	-0.1	0.2	-3.7%	-15.6%	-3.2%	-5.6%	10.2%	-2.5%
CCn1cc(C(=O)NCc2ccccc2OC)c(=O)c2cc(S(=O)(=O)N(C)C)ccc21	-15.3%	-3.1	4.2	28.9%	4.7%	62.8%[activator]	-3.8%	2.3%	-5.2%
O=C(COC(=O)c1ccccc1F)Nc1ccc(S(=O)(=O)N2CCOCC2)cc1	-1.0%	-4.7	-24.0	-2.2%	-11.2%	0.0%	15.4%	-8.6%	-6.6%
C[C@@H]1CN([C@H](C)CO)C(=O)CCCn2nncc2CO[C@H]1CN(C)Cc1cccc(C(F)(F)F)c1	-22.2%	0.0	0.4	-2.6%	11.6%	-4.3%	-5.9%	-5.0%	-12.0%
CS(=O)(=O)Nc1ccc(-c2cncc3nccn23)cc1	-7.7%	-0.2	?	-0.7%	i	4.8%	-5.4%	5.5%	8.5%
O=[N+]([O-])c1cc(S(=O)(=O)N2CCCC2)ccc1NN=C1CCCC1	-3.1%	0.1	4.7	-8.2%	-15.9%	3.1%	5.1%	-10.2%	-7.6%
Cc1ccc(NC(=O)NNC(=O)C2CC(c3cccnc3)=NO2)cc1 (stereo not given)	-7.1%	0.0	-0.8	3.0%	i	-8.8%	-3.7%	3.7%	4.0%
CN(C)C(=O)CCc1ccc2c3c([nH]c2c1)[C@]1(C)[C@@H](C(=O)N2CCOCC2)C[C@H](CC(=O)NCc2ccco2)C(=O)N1CC3	-3.3%	-0.3	-6.3	-0.6%	i	5.3%	8.6%	2.3%	-15.9%
CC(=O)c1ccc(OCC(O)CN2CCC(C)CC2)cc1 (stereo not given)	-4.3%	1.6	0.2	-6.6%	i	3.0%	-2.0%	-5.5%	11.4%
CCOC(=O)c1c(NC(=O)CSc2nnnn2CC)sc(C)c1C	-16.7%	-1.6	-1.7	17.3%	-20.7%	1.1%	-11.4%	7.3%	2.5%
COc1ccccc1NC(=O)CN1CCSc2ccccc21	-7.3%	-6.7	6.0	12.0%	-21.0%	?	-15.3%	-4.9%	-1.3%
COc1ccc(S(=O)(=O)N2CCCCC2)cc1NC(=O)CNc1ccccc1C(C)=O	-0.8%	-0.4	-1.8	3.5%	-39.0%[inhibitor]	?	-26.7%	18.7%	10.8%
COc1ccc(-c2noc(-c3ccoc3C)n2)cc1	-9.9%	0.2	13.9	-6.8%	-46.5%[inhibitor]	-10.5%	-17.9%	-2.7%	-2.6%
O=C1CCc2cc(S(=O)(=O)NCc3ccccc3)cc3c2N1CC3	-0.9%	-0.6	-13.7	10.1%	-5.4%	9.1%&4.3%	10.0%	-1.3%&2.0%	-10.9%
CNC(=O)C1(C)C=CCN1C(=O)c1ccccc1 (stereo not given)	-12.8%	-0.5	-1.0	4.2%	-23.3%	11.1%	7.2%	10.9%	8.1%
CCCCCOC(=O)Cc1c(O)c2ccccc2n(C)c1=O	?	-1.8	0.2	-8.2%	-22.4%[57.5 µM]	7.8%	10.7%	?	1.4%
C#CCOCCOCCOCCNc1nc(N2CCN(C(=O)CCCCCCCCCCNC(=O)[C@H](CO)n3cc(CCCSC)nn3)CC2)nc(N2CCN(C(=O)CCCCCCCCCCNC(=O)[C@H](CCCCN)n3cc(CCO)nn3)CC2)n1	-20.6%	0.4	-51.3*	-3.1%	?	1.8%	-23.5%	-10.3%	-8.4%
COc1ccc(Cl)cc1CSc1ncn[nH]1	-5.1%	-2.5	4.0	6.4%	i	15.0%	15.1%	4.3%	10.4%
O=C(c1cccc(Cl)c1)C1CCCN(S(=O)(=O)c2ccccc2)C1 (stereo not given)	3.0%	-0.8	9.7	4.9%	-15.2%	?	8.3%	7.1%	18.5%
O=C1NC(=O)c2cc(NC(=O)C3CCCCC3)ccc21	1.1%	-0.7	.	-1.5%	20.1%[57.5 µM]	0.0%	1.5%	2.2%	-1.3%
Cc1cccc(CNC(=O)C2CCC(=O)N(CCc3cccc(F)c3)C2)n1 (stereo not given)	-8.0%	-1.6	-0.2	7.6%	i	3.2%	7.0%	2.8%	4.5%
Cc1ccc(N2C(=O)S/C(=C/c3cn(C)c4ccccc34)C2=O)cc1	-3.0%	0.3	7.9	2.4%	i	15.6%	15.1%	-4.6%	5.1%
Cn1c(=O)n(CCOc2ccc([N+](=O)[O-])cc2)c2ccccc21	4.5%	-3.3	0.0	21.4%	-12.7%	17.3%	-2.0%	26.5%	-4.5%
COc1ccc(C(=O)NC(C)c2nnc(SCC(=O)Nc3nc(C)cs3)n2C)cc1 (stereo not given)	-0.9%	-1.5	.	-0.4%	i	7.0%	-2.9%	-8.4%	-0.6%
CCOc1ccc(N(CC(=O)Nc2nccs2)S(=O)(=O)c2c(C)noc2C)cc1	-5.8%	-2.3	-14.1	-3.8%	-69.6%[inhibitor]	?	10.3%	-10.9%	-9.0%
CN(Cc1cccs1)C(=O)CCCc1c[nH]c2ccccc12	5.3%	1.2	-1.0	32.1%	i	?	-15.3%	-10.6%	-2.5%
CCN(CC)S(=O)(=O)c1ccc(C(=O)NCC(=O)N/N=C/c2ccccc2OC)cc1	-9.7%	-4.6	-15.3	-10.5%	-12.8%	11.5%	-9.7%	-0.3%	7.9%
CC1Cc2ccccc2N1C(=O)c1cnsn1 (stereo not given)	-0.9%	0.6	-0.1	-5.0%	-18.5%[57.5 µM]	-22.2%	2.3%	7.4%	7.8%
CC(=O)C1CCN(Cc2ccccc2)CC1	-22.7%	0.4	0.2	-4.8%	?	-3.5%	-13.9%	65.0%[activator]	0.7%
Cc1nnc(N2CCC(C(=O)N3CCCCCC3)CC2)c2nn(-c3ccc(Cl)cc3)c(C)c12	-6.6%	0.5	-3.5	-6.3%	i	?	-1.4%	-5.9%	-17.9%
Oc1c(CN2CCCC2)cc(COCc2ccccc2)c2cccnc12	.	-2.3	.	2.2%	-12.1%	.	-0.6%	.	0.0%
Cc1nc(NCc2cccnc2)c2c3c(sc2n1)CC(C)CC3 (stereo not given)	?	3.1	0.8	5.3%	i	?	4.5%	-28.5%	-2.8%
COc1ccc(C(=O)NCCn2cc(SCC(=O)Nc3ccccc3)c3ccccc32)cc1OC	.	.	.	0.2%	-10.1%	17.9%	.	-2.2%	.
O=C(Nc1ccc(N2CCN(Cc3ccccc3F)CC2)cc1)c1ccc([N+](=O)[O-])o1	-3.7%	0.0	-0.5	7.7%	-27.4%	-22.6%	-2.7%	?	-19.4%
COC(=O)c1cc(NC(=O)CCc2c(C)nc3nc(C)nn3c2C)cc(C(=O)OC)c1	.	.	.	-3.8%	-23.1%	29.9%	.	1.8%	.
O=C(CCOc1ccccc1)Nc1ccc(S(=O)(=O)Nc2ncccn2)cc1	-2.8%	0.3	-0.7	-8.5%	i	-3.3%	-7.8%	-1.5%	2.0%
Cc1ccc(-c2nc3ccccc3[nH]2)cc1NC(=O)/C=C/c1ccco1	-6.9%	0.0	.	3.1%	-18.5%	?	-5.6%	?	14.1%
COc1ccccc1/C=N/NC(=O)CNC(=O)c1ccccc1	-10.1%	-0.6	5.3	-0.4%	i	-0.5%	16.5%	4.2%	1.9%
CCCOC(=O)C(C)n1cnc2sc(C)c(C)c2c1=O (stereo not given)	1.9%	-0.5	-1.2	7.9%	i	-22.1%	-2.9%	-2.9%	2.0%
COc1ccccc1NC(=O)Nc1nnc([C@@H]2C[C@H](O)[C@@H](CO)O2)s1	-3.1%	-0.6	-8.2	4.2%	i	18.9%	10.7%	3.1%	-4.0%
